# Compound activity: PubChem BioAssay, National Center for Advancing Translational Sciences (NCATS)
# DRD3 antagonist – qHTS of D3 Dopamine Receptor Antagonist: qHTS. D(3) dopamine receptor (Homo sapiens), P35462. D3R cells, DiscoveRx beta-arrestin luminescence, antagonist mode; hits give low values. max response, negative = inhibition, %. 360,000 compounds, 2.5% hits. AID 652054, 2013; in the data active = max response below about -50%; inconclusive = no clear call, values can overlap the other calls; also: % is scaled to controls: 0 for no effect and ±100 for the full control effect; mostly tested at two doses, the higher about 12 µM
# Target sequence (P35462 whole entry, looked up): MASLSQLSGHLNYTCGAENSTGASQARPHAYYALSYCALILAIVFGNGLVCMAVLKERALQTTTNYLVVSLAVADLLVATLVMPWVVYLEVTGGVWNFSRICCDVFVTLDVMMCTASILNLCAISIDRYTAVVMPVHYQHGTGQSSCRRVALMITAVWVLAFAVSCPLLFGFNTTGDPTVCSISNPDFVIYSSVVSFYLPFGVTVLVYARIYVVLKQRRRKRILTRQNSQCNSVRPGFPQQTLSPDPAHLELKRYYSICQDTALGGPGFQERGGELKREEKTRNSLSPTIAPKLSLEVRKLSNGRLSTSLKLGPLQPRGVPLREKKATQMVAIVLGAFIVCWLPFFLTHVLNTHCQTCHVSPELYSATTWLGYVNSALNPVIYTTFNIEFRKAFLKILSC
#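 Cells expressing the human receptor were seeded at 1500 cells/well, incubated overnight at 37 degrees C in 5% CO2, then exposed to library compounds with dopamine controls for 90 minutes at 37 degrees C before luminescent detection.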
# TDP-43 yeast inh – qHTS of TDP-43 Inhibitors; Potency, µM (titrated, usually from 46.1 µM), for inactives: top-dose growth rescue (activation), usual class: activators; 410,000 compounds, 1.8% hits; TDP-43 expressing yeast growth rescue, BacTiter-Glo, 24 h; also: potency is read from the fitted curve at half-maximal effect; % of control where 0% means no effect; nearly all actives have a fitted effect of over 50% in size
#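 Growth rescue of TDP-43-toxic yeast measured as ATP luminescence (BacTiter-Glo). Cells grown to mid-log in raffinose, induced in galactose at OD600=0.02, exposed to compound 24 hr at 30 deg C.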
# FUS suppressor – qHTS for Suppressors of FUS Proteinopathy: Primary screen using FUS-linked yeast assay | S. cerevisiae FUS-expressing, growth rescue, OD600, 24 h | Potency, µM (series often up to 76.6 µM), for inactives: at the highest dose growth rescue (activation), actives largely listed as activators | 390,000 compounds, 0.24% hits | AID 1347120, 2019;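 also: potency is read from the fitted curve at half-maximal effect; plate controls were DMSO vehicle for no effect and reference control for full effect; nearly all actives have a fitted effect of over 55% in size; some results filed as inactive show a strong effect at the top dose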
#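 Compound concentration series was pinned onto galactose-induced FUS-expressing yeast seeded at OD 0.005. Plates sat 24hr at 30C; absorbance at 600 nm gave growth. DMSO served as background control.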
# EPAC2 antagonist – qHTS for Antagonist of cAMP-regulated guanine nucleotide exchange factor 2 (EPAC2): primary screen | Rap guanine nucleotide exchange factor 4 (Homo sapiens), Q8WZA2 | EPAC2 GEF exchange of Rap1B-BODIPY-GDP, fluorescence | Potency, µM (highest dose often 114 µM), for inactives: top-dose activity, negative = inhibition, usual class: inhibitors | 360,000 compounds, 0.18% hits; also: potency is read from the fitted curve at half-maximal effect; % is scaled to controls: 0 for no effect and ±100 for the full control effect; nearly all actives have a fitted effect of over 45% in size; many of its hits are not listed in these tables
# aSyn rescue – qHTS of alpha-syn Inhibitors; Yeast expressing alpha-synuclein, growth rescue, BacTiter-Glo, 24 h; Potency, µM (highest dose often 46.1 µM), without a hit: top-dose growth rescue (activation), usual class: activators; 370,000 compounds, 0.14% hits; AID 652106, 2013; also: potency is read from the fitted curve at half-maximal effect; % of control where 0% means no effect; nearly all actives have a fitted effect of over 65% in size
#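 Screening used galactose-induced yeast with toxic alpha-synuclein levels, exposed to compound for 24 hr at 30 deg C. Cell growth, read with BacTiter-Glo luminescence, gave the measured signal.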
# EPAC2 ag – qHTS for Agonist of cAMP-regulated guanine nucleotide exchange factor 4 (EPAC2): primary screen; 360,000 compounds, 0.079% hits; Potency, µM (titrated, usually from 154 µM), for inactives: top-dose activation, hits mostly activators; AID 720711, 2013; Rap guanine nucleotide exchange factor 4 (Homo sapiens), Q8WZA2; EPAC2 activation, biochemical qHTS; response scale: 100% = 6.5 mM cAMP response; also: potency is read from the fitted curve at half-maximal effect; nearly all actives have a fitted effect of over 50% in size
#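 Nucleotide exchange monitored as fluorescence drop when BODIPY-GDP leaves Rap1B. Reaction: 100 nM EPAC2, 250 nM RAP1B-BODIPY-GDP, 50 uM GDP, room temperature, kinetic read over 30 min. Activity expressed relative to 6.5 mM cAMP.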
# Abeta rescue – qHTS for compounds that reverse cellular toxicity of Amyloid beta (A-beta) peptide in yeast: Primary Screen. Potency, µM (highest dose often 46.1 µM), inactives show at the top dose growth rescue, usual class: activators. 410,000 compounds, 0.063% hits. yeast expressing A-beta42, growth rescue, OD600, 48 h; response scale: 0% DMSO, 100% iron-clioquinol control; also: potency is read from the fitted curve at half-maximal effect; nearly all actives have a fitted effect of over 55% in size
#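 Yeast A-beta toxicity model in growth medium with pinned compounds, 48 h at 30 C; growth read as absorbance at 600 nm. Normalized to FeCl3/clioquinol equimolar mix (positive) and DMSO (negative).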
# DRD3 agonist – qHTS of D3 Dopamine Receptor Agonist: qHTS | D(3) dopamine receptor (Homo sapiens), P35462 | D3R DiscoveRx beta-arrestin cells, luminescence, 90 min | max activation, % | 410,000 compounds, 0.58% hits | AID 652048, 2013; in the data active = max activation above about 30%; also: 0% is about no effect; mostly tested at two doses, the higher about 12 µM
#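 Cells at 1500/well, incubated overnight, then treated with pinned compounds (dopamine as control) for 90 min at 37 degrees C. DiscoveRx reagent added for 30 - 60 minutes at room temperature; luminescence read.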
# The depositor's hits bear a star; ? = inconclusive; . = not tested or not shown; & = joins results of further samples; [ ] = another dose, or the depositor's remark. Unless noted, calls follow the shape of the dose curve; as a rule, active = well fitted curve in the direction sought with a large enough effect; inconclusive = small, poorly fitted or top-dose-only effect, or another doubt; inactive = no such curve, though single readings can be large; an effect the other way counts as inactive or inconclusive. A portion of the library; count on the stated rates, not on these rows.
SMILES,DRD3 antagonist,TDP-43 yeast inh,FUS suppressor,EPAC2 antagonist,aSyn rescue,EPAC2 ag,Abeta rescue,DRD3 agonist
Cc1cc(C)cc(NC(=O)Cn2nnc(C(=O)NCc3ccccc3Cl)c2N)c1,0.0,0.3%&16.3%,16.3%&-7.3%,1.8%,7.0%&-2.6%,-4.1%,-16.1%&1.5%,-8.3&5.9
COCC(=O)Nc1cccc(C(F)(F)F)c1,16.1,-0.1%,-5.0%,0.4%,-1.2%,-8.7%,1.7%,0.4
CNC(=O)COC(=O)c1ccc(-c2nc3ccccc3s2)s1,4.6,13.8%,.,-1.3%,-5.7%,-1.6%,12.3%,2.2
O=C1CC(c2cccs2)CC2=C1C(c1ccccc1)n1ncnc1N2 (stereo unspecified),?,13.2%,-5.0%,4.9%,-5.4%,-5.0%,13.7%,2.6
COC(=O)c1ccccc1NC(=O)c1cc(C2CC2)on1,-11.0,7.4%,-7.6%,6.7%,?,1.6%,-1.8%,-2.7
COc1ccc(OC)c(C(O)c2nc3ccccc3n2C(C)C)c1 (stereo unspecified),25.9,-4.0%,7.9%,-2.0%,-5.4%,11.7%,7.1%,0.1
CCOc1ccc(Nc2cc(C)c3ccccc3n2)cc1,-19.9,-9.3%,24.5%,-14.7%,-4.8%,6.7%,8.3%,-2.9
Cc1ccc(C(=O)NC(C)c2ccccc2)cc1S(=O)(=O)N1CCOCC1 (stereo unspecified),-12.6,7.7%,3.9%,-1.1%,-6.7%,12.8%,5.2%,-2.9
CC1(C)Cc2cccc(OCC(=O)NCc3ccccc3F)c2O1,4.6,?,6.2%,-10.1%,-0.3%[1.84 µM],0.2%,12.5%,-4.3
COC(=O)C1C(=O)C2=C(CC1C)Nc1ccccc1NC2c1ccc(C)s1 (stereo unspecified),2.7,-17.8%,21.6%,16.7%,-9.2%,3.5%,-1.6%,-4.6
COc1cc(/C=N/O)c(Br)cc1OCC(=O)Nc1ccccc1C,0.0,10.2%,.,-0.9%,-3.6%,-1.5%,4.3%,1.3
C[C@H](CO)N1C[C@H](C)[C@@H](CN(C)C(=O)Nc2cccc(F)c2)Oc2ncc(Br)cc2C1=O,-12.3,14.2%,-2.0%,-5.6%,-2.3%,-9.9%,-1.4%,1.8
Cc1ccc(-c2nc3cc(C)c(Br)c(C)n3c2Cc2ccsc2)cc1,-7.1,23.8%,-1.0%,-1.5%,-2.4%,4.5%,-6.0%,-3.2
O=C(c1cccc(S(=O)(=O)N2CCCCC2)c1)N1CCN(c2ccccc2)CC1,4.4,4.8%,.,-8.5%,-0.5%,-0.2%,-7.6%,-16.5
CC(=O)N(CC(=O)Nc1sc(C)c(C)c1C(N)=O)Cc1ccccc1,15.6,10.5%,1.8%,1.6%,1.6%,3.1%,-3.2%,1.4
CN1CCN(c2ccc([N+](=O)[O-])cc2C(=O)N2CCOCC2)CC1,7.3,3.2%,5.0%,2.2%,-1.9%,-0.1%,23.1%,-2.4
Cc1cc(=O)oc2cc(OCC(=O)Nc3ccc4[nH]c(=O)[nH]c4c3)ccc12,-0.5,-13.0%,.,24.5%,-0.1%,6.8%,-2.6%,1.8
O=C(OCc1csc(-c2ccccc2)n1)C1=NN(c2ccccc2)C(=O)CC1,-3.9,?,44.5%,-0.2%,5.9%,16.6%,-15.3%,-2.4
O=C(Nc1ccc(Cl)cn1)c1cccc(S(=O)(=O)N2CCCCC2)c1,9.0,13.0%,-10.9%,-14.9%,-28.6%,-2.0%,-59.2%[inhibitor],1.6
Cc1ccccc1NC(=O)CN1C(=S)NC(C)(C)CC1C (stereo unspecified),-13.2,-12.8%,8.8%,7.2%,2.6%,-3.4%,6.9%,-14.4
CCOC(=O)c1cccc(C2=CC(=O)C[C@H](c3ccc(Cl)cc3)C2)c1,4.3,20.8%,28.8%,-15.2%,0.7%,5.0%,12.3%,-1.6
COc1ccc(NC(=O)CCN2C(=O)c3ccccc3C2=O)c(OC)c1,10.3,21.8%,19.6%,-1.1%,-0.8%,7.8%,8.1%,-8.9
O=C(CCN1C(=O)c2ccccc2C1=O)N1CCN(c2ccccn2)CC1,8.7,-1.7%,28.5%,-4.4%,-3.5%,12.5%,-15.5%,6.2
Cc1cccc(-c2nnc(NC(=O)c3ccco3)s2)c1,-2.7,-1.8%,-15.8%,16.8%,-1.5%,8.4%,2.7%,-4.3
CC(=O)Nc1cccc(N(C)S(C)(=O)=O)c1,1.1,-10.1%,2.4%,-1.1%,-0.2%,6.8%,-4.6%,10.1
COc1cccc2c(N/N=C/c3ccc(O)c(O)c3)cc(C)nc12,11.2,-14.0%[1.82 µM],4.5%,-23.2%,1.9%,3.2%,3.9%,5.4
COc1ccc(/C=N/NC(=O)CCn2cnc(-c3ccccc3)c2-c2ccccc2)cc1,-4.2,20.7%,8.2%,-19.0%,0.6%,2.4%,6.7%,3.2
COc1ccc(C(=O)NC(=S)N2CCOCC2)cc1OC,-5.4,-6.8%,-25.3%,3.3%,-9.4%,10.7%,-2.5%,-3.2
O=C(NCc1ccccn1)C(=O)Nc1cccc2ccccc12,-24.0,-4.9%[0.397 µM],1.5%,1.2%,3.4%,0.9%,-1.4%,12.7
CC(=O)Nc1ccc(NC(=O)COC(=O)CCc2nc3ccccc3s2)cc1,0.7,.,15.8%,6.6%,1.9%,2.5%,2.6%,4.0
COc1ccccc1NC(=O)/C(=N/OCc1ccc(C#N)cc1)C(C)=O,7.7,15.7%,14.5%,-5.9%,4.1%,9.6%,-5.1%,10.1
COc1ccc(OC)c2c1sc(=NC(=O)C(C)C)n2C,-3.8,?,-16.8%,-15.7%,4.7%,-3.1%,-3.7%,-3.2
Cn1ncc(Cl)c1C(=O)N1CCN(C(=O)c2ccco2)CC1,17.8,17.7%,-0.7%,-3.9%,1.2%,6.5%,-9.1%,7.8
COc1ccccc1NC(=S)NC(NC(C)=O)C(Cl)(Cl)Cl (stereo unspecified),-3.5,0.7%,9.1%,4.8%,-8.1%,-4.1%,7.1%,12.8
COCCN(C(=O)COC(=O)COc1ccc2ccccc2c1)c1c(N)n(Cc2ccccc2)c(=O)[nH]c1=O,-5.8,12.9%,.,16.0%,3.6%,-4.7%,2.3%,1.4
Cc1nnc(SCC(=O)NCC2CCCCC2)n(N)c1=O,22.1,-1.8%,4.1%,-4.0%,-5.0%,3.4%,12.1%,4.5
Cc1cccc(NC(=O)N2CCN(C)c3ncccc32)c1C,.,19.7%,-23.5%,.,.,.,6.3%,5.0
S=c1nc(-c2cc(Cl)ccc2Cl)[nH][nH]1,-8.6,?,6.2%,15.2%,-2.2%,13.8%,17.8µM*,-5.5
Nc1ccc(S(=O)(=O)c2cccc(N)c2)cc1,-4.7,-12.6%,29.1%,3.6%,0.5%,-3.2%,3.5%,-8.6
Cc1nn(CCC(=O)O)c(C)c1C,-23.4,-24.5%,-4.9%,11.0%,8.5%,6.6%,-6.1%,-4.1
COc1ccccc1CN(Cc1cc2cc3c(cc2[nH]c1=O)OCCO3)Cc1nnnn1Cc1ccco1,?,-33.2%[inhibitor],35.8%,9.5%,0.6%,-12.2%,-5.3%,-1.3
CCC(c1nnnn1-c1ccc2c(c1)OCCO2)N1CCN(c2ccc(C(F)(F)F)cc2[N+](=O)[O-])CC1 (stereo unspecified),16.6,13.3%,?,1.0%,8.8%,1.5%,-12.2%,1.2
CCOC(=O)/C(C#N)=C/Nc1cc(OC)ccc1OC,11.3,21.2%,-0.3%,0.2%,-7.3%,-9.1%,5.9%,1.4
CC(C)Oc1ccc(C(=O)NCC(=O)OCC(=O)N(C)Cc2cccs2)cc1,8.4,-1.4%,-15.9%,8.6%,9.1%,2.5%,1.1%,5.0
CCOC(=O)C(Cc1ccccc1)NC(=O)CCc1c(C)nc2c(c(C)nn2-c2ccc(C)c(C)c2)c1C (stereo unspecified),.,4.1%,-19.1%,.,.,.,-2.9%,-8.4
O=C(NCc1ccncc1)C1CCC(=O)N(CCc2ccc(Cl)cc2)C1 (stereo unspecified),10.0,1.5%,16.6%,0.9%,4.5%,1.0%,9.4%,5.5
COc1ccc(/C=C/CN2CCN(CC(C)C)C(CCO)C2)cc1 (stereo unspecified),-5.4,-19.4%,13.3%,9.0%,-16.7%,5.4%,-17.4%,4.3
Cc1ccc(S(=O)(=O)N2CCN(C(=O)CCC(=O)Nc3ccc(Br)c(C)c3)CC2)cc1,13.9,3.9%,.,-5.4%,11.8%,9.1%,1.6%,-3.2
Cc1cccnc1NC(=O)C(C)N1C(=O)c2ccccc2C1=O (stereo unspecified),8.3,9.8%,-14.2%,1.7%,0.8%,11.4%,18.2%,10.1
O=S(=O)(c1ccccc1)N(CC(O)CN1CCCCC1)c1ccccc1 (stereo unspecified),?,9.4%,4.3%,3.2%,-0.2%,-5.4%,3.9%,1.6
COCCNC(=O)c1ccc2c3n(nc2c1)-c1ccc(C)cc1CO3,24.6,17.1%,-16.6%,2.2%,0.8%,-4.3%,-11.4%,5.0
O=C1CCCC2=C1C(c1ccc(O)c(O)c1)Nc1ccc3ccccc3c12 (stereo unspecified),0.5,-4.6%[1.82 µM],?,?,-1.2%,-2.8%,5.4%,7.2
COc1ccc(CN(C)C(C)C(=O)N(C)CC(=O)Nc2ccc(C)cc2)cc1F (stereo unspecified),10.9,17.8%,-3.0%,-14.9%,6.6%,4.1%,-9.7%,-2.3

# Reprinted at random: two compounds from above, in no set order.
SMILES,DRD3 antagonist,TDP-43 yeast inh,FUS suppressor,EPAC2 antagonist,aSyn rescue,EPAC2 ag,Abeta rescue,DRD3 agonist
COc1ccccc1NC(=O)/C(=N/OCc1ccc(C#N)cc1)C(C)=O,7.7,15.7%,14.5%,-5.9%,4.1%,9.6%,-5.1%,10.1
COc1ccc(OC)c(C(O)c2nc3ccccc3n2C(C)C)c1 (stereo unspecified),25.9,-4.0%,7.9%,-2.0%,-5.4%,11.7%,7.1%,0.1
